High-throughput results from PubChem.
RBX1-CUL1 inh = inhibitors of human ROC1-CUL1 ubiquitin ligase activity; in vitro K48 di-Ub FRET, acceptor:donor ratio, 45 min; inhibition, % at 10 µM; 140,000 compounds, 0.6% hits; in the data active means inhibition above about 25%
Target sequence (P62877 whole entry, looked up): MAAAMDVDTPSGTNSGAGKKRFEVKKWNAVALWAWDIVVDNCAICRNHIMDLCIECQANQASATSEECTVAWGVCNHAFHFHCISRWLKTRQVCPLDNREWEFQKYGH
Target sequence (Q13616 whole entry, looked up): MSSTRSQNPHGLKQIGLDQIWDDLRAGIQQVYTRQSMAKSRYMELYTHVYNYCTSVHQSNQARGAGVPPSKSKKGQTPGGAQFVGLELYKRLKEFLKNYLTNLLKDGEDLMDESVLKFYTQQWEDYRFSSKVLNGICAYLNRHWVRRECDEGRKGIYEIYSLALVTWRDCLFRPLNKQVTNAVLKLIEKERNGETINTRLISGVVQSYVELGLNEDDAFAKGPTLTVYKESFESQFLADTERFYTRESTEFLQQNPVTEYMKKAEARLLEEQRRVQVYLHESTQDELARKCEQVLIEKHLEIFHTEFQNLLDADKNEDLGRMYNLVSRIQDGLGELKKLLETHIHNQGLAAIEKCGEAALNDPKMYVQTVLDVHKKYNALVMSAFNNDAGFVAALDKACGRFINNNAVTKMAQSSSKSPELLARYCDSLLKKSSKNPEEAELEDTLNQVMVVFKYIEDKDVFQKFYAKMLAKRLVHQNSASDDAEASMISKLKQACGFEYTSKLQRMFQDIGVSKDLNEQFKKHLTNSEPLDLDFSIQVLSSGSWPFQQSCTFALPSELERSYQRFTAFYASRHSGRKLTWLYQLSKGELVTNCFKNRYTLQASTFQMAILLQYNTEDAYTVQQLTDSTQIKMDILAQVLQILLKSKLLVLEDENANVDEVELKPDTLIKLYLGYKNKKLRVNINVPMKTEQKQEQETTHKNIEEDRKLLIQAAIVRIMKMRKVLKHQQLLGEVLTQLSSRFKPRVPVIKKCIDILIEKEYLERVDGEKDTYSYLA
Active calls of the source: *; & = joins results of further samples. Only part of the results is shown (hit frequency here may not be typical).

SMILES | RBX1-CUL1 inh
CN1C(=O)c2ccc(C(=O)N(C)C3CCCN(Cc4ccccc4F)C3)cc2C1=O (stereo unspecified) | 4.1
Cc1ccc(-c2nc3n(c(=O)c2C#N)C(=N)C(C#N)S3)cc1 (stereo unspecified) | 2.6
COc1ccc(NC(=O)C(NS(=O)(=O)c2ccc3c(c2)CCCC(=O)N3)C(C)C)c(OC)c1 (stereo unspecified) | -4.5
CCOC(=O)c1cnc2ccccc2c1Nc1ccc(Cl)cc1 | -0.1
Cc1nc(N2CCCC2)c2oc3ccccc3c2n1 | -0.1
Cc1ccc2oc(-c3cc(NC(=O)c4ccco4)ccc3Cl)nc2c1 | 4.2
CCc1ccc(NCc2cc3ccc(OC)cc3n(CC(=O)Nc3c(C)cc(C)cc3C)c2=O)cc1 | 2.1
C=C(C)CN(CC)C(=O)c1ccc(OC2CCN(C3CCCC3)CC2)c(OC)c1 | 10.1
Cc1ccccc1NC(=O)CSc1nnc(Cc2ccccc2)o1 | 2.2
CCS(=O)(=O)Nc1ccc2ccccc2c1 | 0.2
C=CCn1c(=O)c2c(nc3n(CCCC)c(C)cn23)n(C)c1=O | -7.0
CCOC(=O)c1c(-c2ccc(Cl)cc2)csc1NC(=O)c1ccc(F)cc1 | -8.8
COCCCNC(=O)c1ccc(Cn2c(=O)c3ccccc3n(Cc3ccccc3C)c2=O)cc1 | 0.0
CN1CCC(N2CCCC(NC(=O)C3=CCCC3)C2)CC1 (stereo unspecified) | 12.3
Cc1ccc(-n2nc(C)c3nc(CCC(=O)Nc4cccc(C)c4C)c(=O)n(C)c32)cc1 | -12.6
CCOC(=O)NC(=S)NN(C)c1cc(C)nc(C)n1 | 5.0
CCC(=O)NCc1nc2ccccc2n1Cc1ccccc1 | -0.4
CCN(CC)c1nn2c(=O)c(C(=O)NCCc3ccc(C)cc3)cnc2s1 | 3.4
CCOc1cccc(C(=O)Nc2ccc3oc(-c4ccccc4Br)nc3c2)c1 | 4.7
O=C(Cn1ncc2ccccc2c1=O)N1CCCC(CN2CCOCC2)C1 (stereo unspecified) | 5.2
Cc1ccc(OCC(=O)Nc2ccc3nc(SCC(=O)N4CCc5ccccc54)sc3c2)cc1 | -6.5
Nc1cccc(OCCCc2ccccc2)c1 | 11.9
COc1ccc(Cl)cc1NC(=O)Cc1cccs1 | -3.1
COc1ccc(-n2ncc(C(=O)NCCCN3CCCCC3)c2C2CCN(C(=O)OC(C)(C)C)CC2)cc1 | 13.4
c1coc(-c2ncc3ccccc3n2)c1 | 0.2
CC1=NOC(=O)/C1=C\c1ccc(OCC(=O)O)c(Br)c1 | 2.1
O=C1CCC(CCC(=O)N2CCC(c3ccccc3Cl)C2)(Cc2ccccc2)N1 (stereo unspecified) | 16.6
Cc1ccc(Cl)cc1NC(=O)c1cccnc1 | 0.5
CCOc1nc(C)ccc1-c1noc(-c2ccco2)n1 | 1.4
Cc1cccc(C)c1OCc1nnc(SCC(=O)Nc2ccc(Br)cc2)o1 | 1.1
COc1ccc(NC(=O)C2CCN(C(=O)N3CCOc4ccccc43)CC2)cc1 | -3.6
O=[N+]([O-])c1ccccc1C1CC(c2ccccc2)=Nc2ccccc2N1 (stereo unspecified) | -3.8
COCCN1CC(C(=O)NCCn2nc(-c3ccccc3)ccc2=O)CCC1=O (stereo unspecified) | -0.9
Cc1ccc(-n2nc(CO)c(C(=O)NCc3ccccn3)n2)cc1C | 3.1
Cc1nc(CN2CCN(c3nc4nonc4nc3N3CCOCC3)CC2)cs1 | 14.2
CN(C(=O)c1coc(COc2ccc(F)cc2Cl)n1)C1CCOCC1 | -7.6

22 entries already listed, ordered by number of heavy atoms, falling:
SMILES | RBX1-CUL1 inh
COc1ccc(-n2ncc(C(=O)NCCCN3CCCCC3)c2C2CCN(C(=O)OC(C)(C)C)CC2)cc1 | 13.4
CCc1ccc(NCc2cc3ccc(OC)cc3n(CC(=O)Nc3c(C)cc(C)cc3C)c2=O)cc1 | 2.1
COCCCNC(=O)c1ccc(Cn2c(=O)c3ccccc3n(Cc3ccccc3C)c2=O)cc1 | 0.0
Cc1ccc(OCC(=O)Nc2ccc3nc(SCC(=O)N4CCc5ccccc54)sc3c2)cc1 | -6.5
COc1ccc(NC(=O)C(NS(=O)(=O)c2ccc3c(c2)CCCC(=O)N3)C(C)C)c(OC)c1 (stereo unspecified) | -4.5
Cc1ccc(-n2nc(C)c3nc(CCC(=O)Nc4cccc(C)c4C)c(=O)n(C)c32)cc1 | -12.6
CN1C(=O)c2ccc(C(=O)N(C)C3CCCN(Cc4ccccc4F)C3)cc2C1=O (stereo unspecified) | 4.1
COCCN1CC(C(=O)NCCn2nc(-c3ccccc3)ccc2=O)CCC1=O (stereo unspecified) | -0.9
Cc1nc(CN2CCN(c3nc4nonc4nc3N3CCOCC3)CC2)cs1 | 14.2
CCOC(=O)c1c(-c2ccc(Cl)cc2)csc1NC(=O)c1ccc(F)cc1 | -8.8
O=[N+]([O-])c1ccccc1C1CC(c2ccccc2)=Nc2ccccc2N1 (stereo unspecified) | -3.8
Cc1ccc2oc(-c3cc(NC(=O)c4ccco4)ccc3Cl)nc2c1 | 4.2
Cc1ccccc1NC(=O)CSc1nnc(Cc2ccccc2)o1 | 2.2
CCOC(=O)c1cnc2ccccc2c1Nc1ccc(Cl)cc1 | -0.1
Cc1ccc(-c2nc3n(c(=O)c2C#N)C(=N)C(C#N)S3)cc1 (stereo unspecified) | 2.6
CN1CCC(N2CCCC(NC(=O)C3=CCCC3)C2)CC1 (stereo unspecified) | 12.3
CCOc1nc(C)ccc1-c1noc(-c2ccco2)n1 | 1.4
Cc1nc(N2CCCC2)c2oc3ccccc3c2n1 | -0.1
COc1ccc(Cl)cc1NC(=O)Cc1cccs1 | -3.1
Nc1cccc(OCCCc2ccccc2)c1 | 11.9
CCS(=O)(=O)Nc1ccc2ccccc2c1 | 0.2
c1coc(-c2ncc3ccccc3n2)c1 | 0.2

Carrying on:
SMILES | RBX1-CUL1 inh
O=C(NCc1ccc(Cl)cc1)c1ccc2c(c1)NC(=O)C(CS(=O)(=O)Cc1ccc(F)cc1Cl)N2 (stereo unspecified) | 5.1
COC(=O)CN1CCN(C(=O)c2sc3cc(Cl)ccc3c2Cl)CC1 | -0.8
Cc1cccc2sc(NC(=O)c3ccc(Br)o3)nc12 | 2.9
CC(C)(C)c1ccc(S(=O)(=O)Nc2ccc(O)c(C(=O)O)c2)cc1 | 4.3
CCN1CCC(NC(=O)COc2ccc(F)cc2)CC1 | -3.0
CCOC(=O)c1ccccc1NC(=O)N1CCc2c(sc(C)c2CC)C1c1ccccc1 (stereo unspecified) | -4.5
COC(=O)c1ccc(CSc2nc3c([nH]c4ccccc43)c(=O)n2-c2ccc(F)cc2)o1 | -4.4
COc1ccc(OC)c(NC(=S)NC(=O)COc2ccccc2)c1 | 2.5
COc1ccc(S(=O)(=O)N2CCN(C(=O)C3CCCC3)CC2)cc1 | -5.2
CCc1ccccc1NC(=O)c1nnn(Cc2ccc(Cl)cc2)c1N | -2.7
COCc1ccc(C(=O)N2CCCC(CCc3ccc(F)cc3F)C2)o1 (stereo unspecified) | -1.5
CCCOc1ccc(C(=O)N(Cc2cccs2)C2CCS(=O)(=O)C2)cc1 (stereo unspecified) | 3.9
COc1ccccc1CNC(=O)c1ccc2c(c1)N(Cc1c(F)cccc1Cl)C(=O)CS2 | 3.0
COc1ccc(C(=O)Nc2nnc(SCC(=O)Nc3ccc(F)cc3)s2)cc1OC | 4.1
O=C1c2ccncc2C(=O)N1c1cccc(C(F)(F)F)c1 | 2.7
CCOc1ccc(-c2cc(C(=O)NCc3ccc(OCC)c(OC)c3)[nH]n2)cc1 | 1.9
CC(C)c1cc(C(=O)N2CCN(Cc3cccc(F)c3)CC2)cs1 | -1.0
Cc1nn(-c2ccccc2)c(C)c1/C=C/C(=O)C1CC1 | 2.5
CCn1cc(C(=O)O)c(=O)c2cnc(N3CCN(C(=S)Nc4ccccc4C(F)(F)F)CC3)nc21 | -4.2
CCCNC(=O)C(CC)n1nc(CC)n2c(cc3oc(C)cc32)c1=O (stereo unspecified) | 11.6
Cc1cc(C)cc(-n2c(C)c(C)n3c4c(=O)[nH]c(=O)n(C)c4nc23)c1 | -2.0
Cc1ccc(-c2nc3c(c(SCCN(C)C)n2)COC(C)(C)C3)cc1 | 3.5
COCCn1cnc2cc(NC(=O)C3CCCCC3)cc(C(=O)N(C)C(C3CC3)C3CC3)c21 | 0.3
CC(CCc1ccccc1)NC(=O)Cn1ncc2c3ccccc3n(Cc3ccccc3)c2c1=O (stereo unspecified) | 3.8
Cc1cc(C(=O)N/N=C/c2ccc3c(c2)OCO3)n[nH]1 | -0.9
C=C(C)CN(C)c1ccc(C(=O)N2CCCC(COC)C2)cn1 (stereo unspecified) | -1.4
Cc1nc(Oc2ccc(C(C)(C)C)cc2)c2c3c(sc2n1)CCCC3 | 1.3
N#Cc1ccc(C(=O)Nc2ccc(S(=O)(=O)Nc3nccs3)cc2)cc1 | 12.4
N#CC1C(=N)OC2=NC(=O)NC(=O)C2C1c1cccc(Cl)c1 (stereo unspecified) | 8.1
COc1ccc(-c2c(C#N)c(SCc3cccnc3)nc3c2CCC3)cc1 | 4.7
CCc1nnc(NC(=O)c2ccc3c(c2)C(=O)N(CC)C3=O)s1 | 3.7
COc1ccc(Cl)cc1NC(=O)Cn1cnc2sc(C)c(S(=O)(=O)N3CCN(c4ccccc4OC)CC3)c2c1=O | -4.8
CC(C)(C)c1ccc(C2C(C(=O)c3ccccc3)C(=O)C(=O)N2CCOCCO)cc1 (stereo unspecified) | 2.6
COCC(=O)N(CCc1ccccc1)CC1CCN(C)CC1 | 6.6
CCn1c(CNC(=O)c2cccc(C)c2)nnc1SCC(=O)Nc1ccccc1Cl | 7.0
CCCc1ccc(OCCNC(=O)c2ccc(S(=O)(=O)N3CCC(C)CC3)cc2)cc1 | 3.2
COC(=O)Nc1ccc(S(=O)(=O)N2CCCC(C(=O)Nc3ccc4c(c3)OCCO4)C2)cc1 (stereo unspecified) | -4.0
COc1ccc(NC(=O)CCSc2nc(-c3ccco3)cc(C(F)(F)F)n2)cc1OC | 5.5
O=c1oc2c(CN3CCCC3)c(O)ccc2c2c1CCC2 | 1.8
CCCC(=O)Nc1cc(C(=O)OCC)ccc1Cl | 4.2
O=C(CN1CCOCC1)Nc1nc(-c2ccccc2)cs1 | 5.0
Cc1cc(C)nc(SCCC(=O)Nc2ccc(Cl)cc2)n1 | 2.1
O=C(NCc1csc(-c2ccccc2)n1)C1CCCC1 | 10.5
CCC1CCc2nc3sc(C(=O)Nc4ccc(F)cc4F)c(N)c3cc2C1 (stereo unspecified) | 7.4&-0.1
O=C1S/C(=C\c2ccc(F)cc2)C(=O)N1CN1CCCC1 | -7.3
O=C(c1ccc(-c2ccccc2F)cc1)N1CCC2(CC1)CC2C(=O)N1CCN(c2ccccn2)CC1 (stereo unspecified) | -0.2
Nc1cc(S(=O)(=O)C(F)(F)F)ccc1Cl | 13.7
COc1cc(OC)cc(-c2nc3nc(C)c(CCC(=O)NCCC(C)C)c(C)n3n2)c1 | 7.9
Cc1ccc2nc(C)cc(OCC=C(Cl)Cl)c2c1 | -7.4
O=C(Oc1ccc(/C=N/Nc2nc3ccccc3s2)cc1)c1ccccc1 | 3.0
CC1CCN(C(=O)c2cc(-c3ccc(Br)cc3)on2)CC1 | 3.5
N#Cc1c(NC(=O)CSCCO)sc2c1CCCC2 | 2.6
N#CSc1ccc(N=CC2C(=O)NC(=O)N(c3ccccc3)C2=O)cc1Cl (stereo unspecified) | -11.6
O=C(CCC1CCCN(C(=O)C2CCOCC2)C1)NCc1ccccc1F (stereo unspecified) | 4.1
Cn1cc(S(=O)(=O)N2CCCC2)cc1C(=O)Nc1ccc(F)cc1F | 2.3
O=C(CCC1CCCN(Cc2ccc(Cl)s2)C1)N1CCOCC1 (stereo unspecified) | -2.7
Cc1ccc(NC(=O)CCc2nc3cccnc3n2-c2ccccc2)cc1 | -4.3
Cc1ccc(N(CC(C)C)S(=O)(=O)c2nnc(NC(=O)c3ccco3)s2)cc1 | -3.6
Cn1/c(=N\N=C2/SC(=Nc3ccccc3)C(=Nc3ccccc3)N2c2ccccc2)sc2ccccc21 | -7.8
Cc1cc(C)n(C(=O)c2ccc([N+](=O)[O-])cc2[N+](=O)[O-])n1 | -7.1
The results go on.
SMILES | RBX1-CUL1 inh
O=C(c1ccccn1)c1conc1C(=O)c1ccc([N+](=O)[O-])cc1 | -5.8
c1ccc(CSc2cnnc(SCc3ccccc3)c2)cc1 | -5.9
COc1ccc(-c2cc(-c3ccccc3)nc3sc(C(=O)Nc4ccc(Br)cc4)c(N)c23)cc1 | 6.2
O=C(NCC1(c2ccccc2)CCOCC1)c1ccccc1 | -2.5
Cc1cc(C(=O)CN2CCN(C)CC2)c(C)n1-c1ccc(-c2ccccc2)cc1 | 1.8
CC(C)n1ccc(-c2cccc(-c3cncnc3)c2)n1 | -6.4
Cc1nn(CCC(=O)O)c(C)c1Cl | 3.6
COc1ccc(OC)c(CNc2nncc(-c3ccc(F)cc3)n2)c1 | 3.5
CCOc1ccc(-c2cn3c(n2)sc2cc(C(=O)NCCCN4CCCCCC4)ccc23)cc1 | 42.4*
O=C(Cn1ccc2cc(S(=O)(=O)N3CCCCC3)ccc21)NCCc1ccc(Cl)cc1 | -6.4
